# Screening results deposited in PubChem by National Center for Advancing Translational Sciences (NCATS).
# PI5P4K alpha inh: blocks human PI5P4K alpha kinase activity. PI5P4Kalpha enzyme, ADP-Glo luminescence, 60 min; stronger effect = lower value. P48426. max response, %. 330,000 compounds, 1.2% hits; active = max response of -50% or lower; inconclusive = between -30% and -50%; inactive = -30% or higher; also: value at the top dose of about 77 µM; % is scaled to controls: 0 for no effect and ±100 for the full control effect
#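 Luminescence from ADP-Glo served as readout of PI5P4Kalpha activity in a qHTS format. Reaction: enzyme, substrate, compound, ATP at 5 microM final, 60 min at RT.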
# PLK1 PBD block: PLK1 (human) polo-box domain binding inhibition | Potency, µM, for inactives: max response, negative = inhibition, most hits filed as inhibitors | 360,000 compounds, 2.8% hits | Plk1 PBD binding of FITC phosphopeptide, fluorescence polarization | P53350 | AID 720504; also: potency is read from the fitted curve at half-maximal effect; series mostly up to about 57 µM; % is scaled to controls: 0 for no effect and ±100 for the full control effect; nearly all actives have a fitted effect of over 65% in size
# Target sequence (P53350 whole entry, looked up, the tested form may be a part): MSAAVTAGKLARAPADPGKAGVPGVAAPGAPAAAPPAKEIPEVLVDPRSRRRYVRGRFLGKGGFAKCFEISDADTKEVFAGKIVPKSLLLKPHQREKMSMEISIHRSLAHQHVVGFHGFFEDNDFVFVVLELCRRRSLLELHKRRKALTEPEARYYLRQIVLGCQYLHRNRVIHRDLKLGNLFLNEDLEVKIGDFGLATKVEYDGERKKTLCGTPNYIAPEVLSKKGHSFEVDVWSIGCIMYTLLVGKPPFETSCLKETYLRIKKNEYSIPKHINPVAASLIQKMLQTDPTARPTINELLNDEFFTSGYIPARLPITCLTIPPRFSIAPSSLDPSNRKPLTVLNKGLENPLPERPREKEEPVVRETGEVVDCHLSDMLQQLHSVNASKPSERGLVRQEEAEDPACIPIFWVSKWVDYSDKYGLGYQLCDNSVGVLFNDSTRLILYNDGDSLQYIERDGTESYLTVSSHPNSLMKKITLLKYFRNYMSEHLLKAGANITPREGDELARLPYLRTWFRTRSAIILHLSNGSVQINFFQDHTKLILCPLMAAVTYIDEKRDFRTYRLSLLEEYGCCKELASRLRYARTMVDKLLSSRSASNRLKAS
# EPAC1 ag: activates human EPAC1 exchange factor | O95398 | 360,000 compounds, 0.073% hits | Potency, µM (titrated, usually from 154 µM), for the others: at the top dose activation, hits mostly activators | EPAC1 agonist qHTS, biochemical assay; response scale: 100% = response to 6.5 mM cAMP; also: potency is read from the fitted curve at half-maximal effect; nearly all actives have a fitted effect of over 60% in size
#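 Nucleotide exchange by EPAC1 (100 nM) on Rap1B–BODIPY-GDP (250 nM) in the presence of 50 uM GDP is tracked fluorescently at 480/540 nm over 30 min. Signals are normalized to a 6.5 mM cAMP control.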
# GLP1R inv ag: GLP-1 receptor (human) inverse agonism. P43220. HEK293 GLP-1R CRE-luciferase, luminescence, 24 h; GLP-1R form is constitutively active. Potency, µM (series often up to 38.3 µM), inactives show at the highest dose activity change, negative = inhibition, most hits filed as inhibitors. 410,000 compounds, 1.6% hits. AID 624417; also: potency is read from the fitted curve at half-maximal effect; % is scaled to controls: 0 for no effect and ±100 for the full control effect; nearly all actives have a fitted effect of over 55% in size
# Target sequence (P43220 whole entry, looked up): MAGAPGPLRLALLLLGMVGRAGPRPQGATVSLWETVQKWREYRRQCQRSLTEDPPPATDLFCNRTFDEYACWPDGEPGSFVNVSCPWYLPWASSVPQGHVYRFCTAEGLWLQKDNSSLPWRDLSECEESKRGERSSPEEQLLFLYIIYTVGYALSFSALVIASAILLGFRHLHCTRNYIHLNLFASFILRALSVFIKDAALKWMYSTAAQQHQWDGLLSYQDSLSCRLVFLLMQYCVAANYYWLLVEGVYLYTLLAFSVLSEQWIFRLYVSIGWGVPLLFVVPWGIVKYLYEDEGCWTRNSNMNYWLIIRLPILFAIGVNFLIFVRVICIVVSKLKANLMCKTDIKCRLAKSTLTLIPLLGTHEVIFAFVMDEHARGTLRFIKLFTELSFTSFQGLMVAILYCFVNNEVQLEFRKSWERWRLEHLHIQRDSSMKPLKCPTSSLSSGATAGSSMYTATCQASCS
#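 Cells are plated, allowed 12 hours at 37 deg C, then treated with compounds for 24 hr before luciferase detection reagent is added and luminescence is read after 12 min at room temperature. The HEK293 line carries constitutively active GLP-1R with a cAMP-responsive reporter.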
# HEK293 tox: cytotoxicity counter-screen for GLP-1 receptor inverse agonists; AID 624418; 410,000 compounds, 0.13% hits; HEK293 cAMP-luciferase reporter cells, luminescence, 24 h; Potency, µM (series often up to 38.3 µM), for the others: at the top dose activity change, negative = inhibition, hits mostly inhibitors;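 also: loss of luciferase light is scored as toxicity; potency is read from the fitted curve at half-maximal effect; % is scaled to controls: 0 for no effect and ±100 for the full control effect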
#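 A 23 nL compound transfer followed 12 hours of cell culture at 37 deg C; exposure then lasted 24 hr. Luciferase assay detection reagent was dispensed and plates read for luminescence after a 12 min room-temperature wait.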
# IL-2 act: activators of IL-2; IL-2 activation reporter assay, cell-based qHTS; stimulated with anti-CD3/CD4/CD28 beads; in transgenic mouse T cells; activation, % (series mostly up to about 46 µM); 360,000 compounds, 0.065% hits; in the data active = activation above about 50%; inconclusive = mostly about 30% to 49%; also: 0% is about no effect
#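 Screening format: compound pinned onto unstimulated transgenic mouse T cells, 60 min incubation, then anti-CD3/anti-CD4/anti-CD28 bead stimulation for 18 hours at 37 degrees C, followed by EGFP and DsRed detection.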
# GLP-1R agonist: agonists of human GLP-1 receptor | P43220 | HEK293 GLP-1R CRE-luciferase, luminescence, 4-6 h; cells express a hypersensitive GLP-1R form | Potency, µM (highest dose often 45.6 µM), for the others: top-dose activation, hits mostly activators | 380,000 compounds, 0.007% hits | AID 624172; also: potency is read from the fitted curve at half-maximal effect; % of control where 0% means no effect
# EPAC1 antagonist: blocks human EPAC1 exchange factor; Potency, µM (titrated, usually from 115 µM), for inactives: at the top dose activity change, negative = inhibition, actives largely listed as inhibitors; AID 720709; 360,000 compounds, 0.14% hits; EPAC1 GEF assay, Rap1b-BODIPY-GDP exchange fluorescence;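 also: potency is read from the fitted curve at half-maximal effect; plate controls were vehicle for no effect and positive control for full effect; nearly all actives have a fitted effect of over 50% in size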
# PTHR1 ag: PTHR1 (human) receptor agonism; HEK293 GP2 PTHR1 cells, GloSensor cAMP luminescence, 1 h; Potency, µM (titrated, usually from 115 µM), without a hit: top-dose activation, actives largely listed as activators; Q03431; AID 743266; 410,000 compounds, 0.075% hits; also: potency is read from the fitted curve at half-maximal effect; nearly all actives have a fitted effect of over 55% in size; some results filed as inactive show a strong effect at the top dose; inactives centre near -15; many of its hits are not listed in these tables
#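 HEK-293-derived GP2 cells expressing PTHR1 and a GloSensor cAMP reporter, 3,000/well, plated overnight, given luciferin plus IBMX (each 0.5 mM as added) for 1 h at 37 °C, then compound for 1 h at 37 °C. Luminescence was read after 15 min at room temperature.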
# * hit, by the source's call; i = inactive; ? = inconclusive; · = no result given; [ ] = remark or other dose. Unless noted, calls follow the shape of the dose curve; as a rule, active = well fitted curve in the direction sought with a large enough effect; inconclusive = small, poorly fitted or top-dose-only effect, or another doubt; inactive = no such curve, though single readings can be large; an effect the other way counts as inactive or inconclusive. These rows are one share of the data (hit frequency here may not be typical).
SMILES,EPAC1 antagonist,GLP1R inv ag,PI5P4K alpha inh,PTHR1 ag,EPAC1 ag,IL-2 act,HEK293 tox,GLP-1R agonist,PLK1 PBD block
O=c1[nH]nc2c3ccccc3occ1-2,-1%,22%,3,i,-3%,-0.1,1%,·,-4%
O=C1c2ccccc2S(=O)(=O)N1CC(O)Cn1ccc2ccccc21 (stereo not given),0%,10%,1,i,-12%,-4.5,5%,4%,-4%
COC(=O)c1ccc2c(=O)n(Cc3ccco3)c(SCC(=O)Nc3ccc(C)c(Cl)c3)nc2c1,10%,7%,-3,-7%[57.5 µM],-1%,-1.6,-22%,-12%,-8%
CCCNC(=O)C1(C)CCCN(Cc2ccc(C(F)(F)F)cc2)C1 (stereo not given),-4%,?,1,i,-13%,-0.5,5%,14%,-2%
O=c1nc(-c2ccccc2)cn[nH]1,6%,0%,-6,i,9%,-0.7,-7%,-12%,-1%
CSc1ccccc1C(=O)Nc1ccccc1C(=O)NC(C)C,10%,-21%,-20,i,-8%,-0.4,-16%,16%,30µM*
Cc1ccc(S(=O)(=O)NCC(=O)N(CC(=O)NCc2ccc(F)cc2)CC2CCCO2)cc1 (stereo not given),-20%,-10%,0,-19%,-5%,2.3,-29%,5%,4%
COc1ccc(/C=N/NC(=O)C2(C)NC(C)(C)Cc3ccccc32)cc1 (stereo not given),-2%,-10%,-4,i,-1%,0.6,1%,9%,-1%
O=C(OCCOc1cccc(Cl)c1)c1cc(S(=O)(=O)N2CCOCC2)ccc1F,-5%,-23%,-4,i,3%,-0.6,-11%,0%,-1%
CCCC(=O)Nc1cccc(-c2nc3cc(C)c(C)cc3o2)c1,12%,10%,4,-18%,-7%,-1.9,-3%,-2%,-12%
COC(=O)c1ccc(Cn2nnc3ccccc3c2=O)o1,16%,9%,·,i,10%,0.5,2%,7%,-7%
Nc1nc(-c2ccco2)nn1C(=O)c1ccc(F)cc1,2%,14%[7.66 µM],6,i,1%,0.4,16%[7.66 µM],-6%,6%
CCC(CO)NCC(O)COCc1ccc2c(c1)OCO2 (stereo not given),8%,36%[activator],3,-12%,-15%,-1.2,-1%,-7%,3%
O=C1Nc2ccc(Br)cc2/C1=N/N=C/C1=C(N2CCOCC2)C(=C\c2ccccc2)/CC1,-2%,8%,-22,-4%[57.5 µM],-4%,2.8,-14%,7%,-7%
O=C(Nc1cc(Cl)ccc1N1CCCC1)C1=COCCO1,-16%,-32%,3,i,10%,-0.3,4%,16%,-6%
O=C(COc1ccc(S(=O)(=O)N2CCCC2)cc1Cl)NCc1ccco1,12%,0%,·,16%[57.5 µM],11%,2.0,-6%,1%,-2%
CCOC(=O)C1=C[C@@H](CC)N(S(=O)(=O)c2ccc([N+](=O)[O-])cc2)[C@H]1c1ccccc1,5%,?,2,-18%,1%,0.0,2%,24%,2%
Cc1ccc(-n2nc(C(N)=O)nc2-c2ccccc2)cc1,-11%,15%,-6,i,-17%,0.5,2%,10%,2%
COc1ccc([C@H]2C(C(=O)O)=C[C@@H](C(C)(C)C)N2S(=O)(=O)c2ccccc2)cc1,-2%,-2%,2,i,-1%,-0.3,-4%,-2%,-14%
COc1cccc(C(=O)NCCS(=O)(=O)NCCc2ccccc2)c1,-12%,-17%,-4,-31%[inhibitor],11%,1.3,0%,23%,-7%
COC(=O)[C@@]12CCCCN1[C@H](c1ccc(-c3cccc(Cl)c3)cc1)[C@@H]1C(=O)N(C)C(=O)[C@@H]12,-5%,?,15,-19%,4%,-1.9,-19%,4%,-21%
Cc1nn(C(=O)CCCn2cc([N+](=O)[O-])cn2)c(C)c1Cl,3%,12%,?,-1%,-7%,8.1,16%,8%,21µM*
CCCCc1ccc(S(=O)(=O)NC2CCS(=O)(=O)C2)cc1 (stereo not given),-6%,-30%,4,?,-6%,0.9,5%,-6%,8%
C=CCn1c(SCC(=O)N(CC)C2CCS(=O)(=O)C2)nc2cc(C(=O)O)ccc2c1=O (stereo not given),-7%,-4%,-64*,i,9%,-0.1,1%,-1%,-13%
COc1ccc(OCc2nnc(SCC(=O)Nc3ccccc3C#N)o2)cc1,19%,11%,3,-12%,2%,-0.5,-1%,10%,-7%
COc1cccc(CNC(=O)[C@@H]2CCCN2C(=O)[C@@H]2CCCN2C(=O)c2cccc(OC)c2)c1,-14%,16%,-2,-15%,-10%,1.5,-4%,0%,2%
CCc1ccc(N2C(=O)CSC23C(=O)N(Cc2ccc(C)cc2)c2ccccc23)cc1 (stereo not given),·,9%,·,i,·,·,-1%,5%,·
CCCn1cnc2c(N)c(C)c(C)cc21,10%,12%,·,i,-4%,6.0,2%,-5%,0%
c1ccc(-c2nnc3oc(-c4cccs4)nn23)cc1,12%,?,-2,-9%,3%,-2.9,-16%,-2%,-2%
CCc1ccc(N2CC(C(=O)Nc3ccccc3F)CC2=O)cc1 (stereo not given),6%,-8%,·,22%[57.5 µM],-2%,-3.0,2%,10%,-13%
O=C(NNc1c(F)c(F)cc(F)c1F)C1CCN(S(=O)(=O)c2ccccc2F)CC1,-8%,-17%,-2,-11%,-4%,-0.2,-2%,1%,5%
CCN1CCN(CCCNC(=O)c2ccc3c(c2)N(Cc2ccc(C)cc2)CCS3)CC1,-10%,?,-1,-15%,-1%,-1.4,?,2%,0%

# Quoted from the listing.
# PTHR1 ag result of `CCN1CCN(CCCNC(=O)c2ccc3c(c2)N(Cc2ccc(C)cc2)CCS3)CC1` : -15%
# HEK293 tox result of `c1ccc(-c2nnc3oc(-c4cccs4)nn23)cc1` : -16%

# More entries follow.
SMILES,EPAC1 antagonist,GLP1R inv ag,PI5P4K alpha inh,PTHR1 ag,EPAC1 ag,IL-2 act,HEK293 tox,GLP-1R agonist,PLK1 PBD block
Cc1cnc(C2OCCO2)c2cccc(N)c12,-6%,16%,-6,i,4%,-2.9,5%,-1%,-13%
CCOC(=O)C1=C(COC(=O)/C=C/c2cccc(OC)c2)NC(=O)NC1C (stereo not given),0%,15%,-9,-39%[inhibitor],-4%,-4.0,-2%,14%,2%
O=C1C2C3C=CC(C3)C2C(=O)N1CCc1ccccc1 (stereo not given),2%,0%,·,i,4%,-1.5,-9%,-6%,-1%
COc1ccc(C(=O)CSc2n[nH]c(N)n2)cc1,7%,11%,?,i,4%,0.0,0%,-5%,27µM*
O=C(CCCCCNC(=O)N1CCn2c1nc1ccccc12)NCc1ccc(Cl)cc1,-15%,?,-1,-13%,-4%,11,-2%,11%,-34%
CN(Cc1cccs1)C(=O)CCNS(=O)(=O)c1ccc(Br)cc1,-3%,?,6,-17%,2%,-0.3,-7%,-2%,-3%
CCCCc1cc(-c2n[nH]c(=S)o2)c2ccccc2n1,?,8%,-56*,-31%[inhibitor],14%,-7.4,1%,5%,?
CC[C@@H]1CCCCc2ccccc2[C@@H](C(=O)C[C@H](O)CC(C)=O)OC1=O,-12%,?,2,4%,-13%,-0.8,2%,-4%,-10%
CN(C)/C=C/C(=O)c1cnc2n(c1=O)CCS2,19%,1%,-1,i,-1%,-0.6,-21%,5%,-6%
O=C(O)/C=C/c1ccc(OCc2cccc(F)c2)cc1,9%,-5%,5,i,-2%,2.4,4%,0%,30µM*
Cc1cc(NC(=O)CN2CCC(C)CC2)no1,6%,9%,-16,i,5%,0.2,5%,16%,-10%
CC(=O)NCCc1nc2ccccc2n1CCOc1ccc(C)cc1,12%,-10%,4,-24%,3%,-1.7,0%,15%,-12%
Cc1nn(Cc2ccc([N+](=O)[O-])cc2)c(=O)n1-c1ccccc1,1%,0%,1,i,6%,-1.6,-9%,-3%,-3%
CC(Oc1ccc2c(-c3ccccc3)cc(=O)oc2c1)C(=O)NCC(O)c1ccccc1 (stereo not given),-10%,0%,1,-33%[inhibitor],-15%,-0.3,17%,-1%,-9%
Cc1ccn2c(=O)nc(SCC(=O)N3CCN(c4ccccc4)CC3)nc2c1,8%,4%,?,i,2%,0.1,3%,2%,-4%
COc1cc(OC)c(C2C(C#N)=C(N)OC3=C2C(=O)CC(C)(C)C3)cc1OC (stereo not given),0%,-2%,-8,-11%,-5%,-2.2,-14%,-1%,-5%
CN(C)CCNC(=O)c1cccc(S(=O)(=O)Nc2ccccc2F)c1,-10%,2%,3,i,-9%,-0.9,3%,5%,-1%
O=C(COC(=O)c1cc2c(s1)CCCC2)NCc1ccccc1Cl,3%,6%,1,-7%,9%,-2.4,5%,2%,-13%
Cc1ccc(-c2ccc(S(=O)(=O)NCC3CCCO3)cc2)cc1 (stereo not given),-21%,-19%,1,-29%,12%,0.4,-16%,8%,-3%
O=C(O)C1CCCN1c1nc(-c2ccc(Cl)c(Cl)c2)cc(C(F)(F)F)n1 (stereo not given),2%,?,-6,-38%[inhibitor],-6%,-0.4,-11%,-2%,-17%
CC(C)Nc1nc(NC(C)C)nc(Oc2ccc(OCc3ccccc3)nn2)n1,6%,25%,2,-25%,-7%,1.7,-6%,16%,-6%
COC(=O)CC/C(O)=C1\C(=O)CC(C)(C)CC1=NCc1nc2ccccc2[nH]1,14%,-16%[0.307 µM],-1,-7%,-9%,0.3,-3%[0.307 µM],15%,-29%
Cc1ccc2c(CN3CCN(CCO)CC3)cc(=O)oc2c1,-5%,-5%,-7,i,7%,-2.8,5%,-7%,-2%
CCC(CC)=NNC(=O)c1ccccc1OCc1ccc(F)cc1,21%,-8%,1,i,1%,-0.4,9%[1.53 µM],1%,6%
